# TRPML3 agonist: human mucolipin-3 channel agonism; Q8TDD5; HEK293 TRPML3-YFP, Fluo-8 calcium fluorescence; 100% = the carbachol control signal; activation, % at 3 µM; 0.29% of 220,000 active; AID 1448;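 active = activation above its plate's cutoff, the mean activation of the plate's test wells plus 3 SD, cut at about 12% in these data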;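 note: 0% = DMSO only wells and 100% = carbachol wells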
#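 system = HEK293 cells stably carrying human TRPML3-YFP | doses = one concentration, 3 µM nominal, 0.3% DMSO | timing = dye loading 1 h 37 °C then 30 min ambient, 125 s read | detection = Fluo-8 calcium dye fluorescence, ex 470-495, em 515-575 nm | benchmarks = high control carbachol 87 µM, low control DMSO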
# m-calpain inh: inhibitors of pig calpain II; purified calpain II, fluorogenic peptide substrate, 30 min; inhibition, % at 16 µM; 0.37% of 220,000 active;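 active = inhibition above about 50%, limit read from the data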
# TRPN1 ag: zebrafish TRPN1 (NompC) channel agonism. activation, % at 3 µM. 0.18% of 220,000 active. HEK293 zebrafish TRPN1-YFP, Fluo-8 calcium fluorescence; 100% = response to 87 µM carbachol. AID 1424;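 active = activation above its plate's cutoff, the mean activation of test wells on that plate plus 3 SD, cut at about 19% in these data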;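 note: 0% = DMSO alone and 100% = 87 µM carbachol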
#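 Assay system: Zebrafish TRPN1-YFP in HEK293 cells | Incubation: Dye loading 1 h at 37 °C, then 30 min room temperature | Measured by: Kinetic Fluo-8 fluorescence, ex 470-495, em 515-575 nm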
# KCC2 mod: modulators of human KCC2 chloride dependent transport. KCC2 cells, thallium flux FluoZin-2 fluorescence. Q9H2X9. B-score of Tl+ flux slope (higher = more flux/activation; lower = inhibition) at 10 µM. 2.2% of 190,000 active. AID 1456;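 active = thallium flux slope and its plate-corrected score both differing from the plate sample mean at a set confidence after two filtering rounds, in either direction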;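 note: slope of fluorescence scaled to starting intensity during 10 to 20 s after thallium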
# TbHK1 inh: blocks Trypanosoma brucei hexokinase 1 activity; recombinant TbHK1, G6PDH-coupled NADH A340; inhibition, % at 10 µM; 0.11% of 220,000 active; AID 1430;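 active = inhibition of 50% or more in the single-dose primary screen; inactive = inhibition below 50%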
# EBV gp42 block: inhibitors of Epstein-Barr virus glycoprotein 42. Q1HVG2. inhibition, % (tested at 21.74 µM). 0.42% of 220,000 active. Fluorescence polarization binding assay, mP read-out; in the data active = inhibition above about 50%
# Target sequence (Q1HVG2 whole entry, looked up): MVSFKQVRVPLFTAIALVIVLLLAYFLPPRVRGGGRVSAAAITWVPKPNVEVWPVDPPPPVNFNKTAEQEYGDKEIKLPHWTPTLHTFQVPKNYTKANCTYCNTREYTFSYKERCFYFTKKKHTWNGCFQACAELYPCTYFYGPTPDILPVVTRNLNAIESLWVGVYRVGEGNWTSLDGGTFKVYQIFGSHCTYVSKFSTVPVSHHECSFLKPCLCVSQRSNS
# Furin inh: blocks human furin protease activity. P09958. purified furin, fluorogenic substrate cleavage. inhibition, % at 30 µM. 0.061% of 220,000 active; in the data active = inhibition above about 25%; note: inactives centre near -15
# Target sequence (P09958 108-714 limits assumed): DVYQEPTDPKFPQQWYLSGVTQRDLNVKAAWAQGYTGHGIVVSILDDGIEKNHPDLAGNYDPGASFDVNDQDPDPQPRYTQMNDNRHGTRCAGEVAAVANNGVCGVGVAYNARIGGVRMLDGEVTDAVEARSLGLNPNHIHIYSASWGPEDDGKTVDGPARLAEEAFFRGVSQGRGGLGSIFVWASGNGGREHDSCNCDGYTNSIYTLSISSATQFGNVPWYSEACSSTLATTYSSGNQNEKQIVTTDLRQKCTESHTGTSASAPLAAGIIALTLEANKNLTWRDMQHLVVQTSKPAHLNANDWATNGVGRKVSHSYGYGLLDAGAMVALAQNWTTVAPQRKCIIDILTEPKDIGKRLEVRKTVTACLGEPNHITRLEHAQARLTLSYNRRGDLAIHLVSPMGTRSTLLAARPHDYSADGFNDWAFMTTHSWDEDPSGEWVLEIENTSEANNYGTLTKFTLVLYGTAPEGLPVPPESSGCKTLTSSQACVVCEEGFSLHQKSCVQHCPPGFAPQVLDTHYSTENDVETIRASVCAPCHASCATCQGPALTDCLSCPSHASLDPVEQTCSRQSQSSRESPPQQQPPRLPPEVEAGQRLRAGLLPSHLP
# thrombin 1536: thrombin (human) inhibition. P00734. alpha-thrombin, Boc-VPR-AMC fluorogenic substrate cleavage. inhibition, % at 5 µM. 0.26% of 220,000 active. AID 1046;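 active = inhibition at or above 40%; inactive = inhibition below 40%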;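 note: 0% = enzyme with no compound and 100% = wells without enzyme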
#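 System – human alpha-thrombin · Medium – pH 7.5 Tris (50 mM) with NaCl 150 mM, Tween 20 0.05% · Compound – single-point dosing at 5 µM, 0.2% DMSO · Incubation – enzyme reaction carried out at room temperature · Technique – fluorescence of released AMC, ex 355 nm, em 460 nm · Read-out basis – % inhibition of thrombin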
# PPC-1+TRAIL kill: kills PPC-1 cancer cells in the presence of TRAIL | PPC-1 cells + TRAIL, ATPLite viability luminescence | cell killing (% activity), % at 4 µM | 0.41% of 220,000 active;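 active = cell killing above 50% in the first pass at 4 µM, then a duplicate retest at 5 µM averaging 50% or more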;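 note: plate controls were cells with TRAIL plus DMSO for no effect and medium-only wells lacking cells for full effect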
# * marks the source's active call; other numbers are inactive results; i = inactive; / = not tested or not shown; & = joins results of further samples; [ ] = remark or other dose.
SMILES,TRPML3 agonist,m-calpain inh,TRPN1 ag,KCC2 mod,TbHK1 inh,EBV gp42 block,Furin inh,thrombin 1536,PPC-1+TRAIL kill
COc1ccc(CN2CCN(CCCCOc3ccc(Cl)cc3)CC2)c(OC)c1OC,1.5,11,2.2,0.38,-12,2,-20,-9,9
O=C(O)CCc1nn2c3ccccc3n(CC(=O)c3ccccc3)c2nc1=O,-0.2,i,-0.7,-0.33,-13,11,-18[20 µM],-4,-25
CN(C)S(=O)(=O)Oc1ccccc1C(=O)Nc1cccc(C(F)(F)F)c1,-0.2,-21,0.7,-0.23,6,6,-7,-4,24
Cc1ccc(NC(=O)C(=O)NCCOc2ccc(Cl)cc2)c(C)c1,0.7,-2,0.1,0.8,-2,-12,-43,-6,10
Cc1nn(-c2ccccc2)c(C)c1S(=O)(=O)O,-0.3,-1,-1.1,-0.1,-7,-11,-17,-2,10
CCOC(=O)c1ccc(NC(=O)c2nc[nH]c2C(=O)N[C@@H](C)C(=O)OC(C)(C)C)cc1,/,-79,/,-0.21,-5,-5,-33,4,26
COc1ccc(C(=O)N(Cc2nc(-c3ccc(C)cc3)no2)C(C)C)cc1OC,-0.1,38,-0.4,-0.51,-15,0,-7,-5,5
COc1ccc(CC(=O)OCc2cc(=O)n3cc(Br)ccc3n2)cc1OC,1.2,-36,0.9,-1.1,-6,-9,-17,-7,6
COc1ccc(CN(Cc2cccnc2)S(=O)(=O)c2ccc(-n3cnnn3)c(C)c2)cc1OC,0.1,-12,2.3,-0.31,1,-9,-24,4,12
C=CCOc1cccc(/C=C2\C(=O)N(Cc3ccc(C)cc3)C(C)=C2C(=O)OC)c1,0.0,-69,-1.5,0.037,15,-25,-9,-7,10
CCOC(=O)c1cc2occc2n1CCCN1C(=O)c2ccccc2C1=O,0.2,29,-0.5,/,2,3,-9[20 µM],1,17
COc1ccc(/C=C/C2=CC(C)(C)NC(=S)N2)cc1OC,0.5,-2,0.0,-0.054,-11,-5,-17,-11,26
COc1cc2c(cc1OC)C1=NC(=O)CN1C(SCc1ccc(C)cc1)=N2,0.1,-78,-0.8,/,-7,-1,-25[20 µM],-4,0
C=C(C)CC1N(c2cccc(OC)c2)C(=O)C2C(C(=O)O)C3C=CC21O3 (centres undefined),0.5,-10,1.2,1.2,-7,2,-10,-4,-1
CCOC(=O)C1CCCN(C(=S)Nc2ccc(C)cc2C)C1 (centres undefined),0.8,22,-0.5,0.26,-6,-17,-21[20 µM],-7,44
CN(C1CCS(=O)(=O)C1)S(=O)(=O)c1cccc2nsnc12 (centres undefined),0.8,-4,1.8,/,-21,-19,-9[20 µM],5,-2
CC(C)CNC(=S)NC(=O)c1ccc(Cl)cc1Cl,1.0,-1,1.8,39*,6,2,-10,-2,2
COc1ccc(-c2cc3ccccc3n2CC(O)CN2CCC(C)CC2)cc1 (centres undefined),0.1,5,0.9,1.1,3,0,-16,-2,-2
O=C(c1ccc([N+](=O)[O-])cc1)N1CCC(Cc2ccccc2)CC1,0.2,10,-0.1,-1.1,-3,6,-15,12,13
Cc1ccc(NC(=O)c2ccc(S(=O)(=O)N3CCOCC3)cc2)nc1,1.1,0,2.6,0.12,-7,-15,-15[20 µM],-6,8

# Look-ups from the entries so far:
# KCC2 mod with COc1ccc(CN2CCN(CCCCOc3ccc(Cl)cc3)CC2)c(OC)c1OC → 0.38
# m-calpain inh with CCOC(=O)c1ccc(NC(=O)c2nc[nH]c2C(=O)N[C@@H](C)C(=O)OC(C)(C)C)cc1 → -79

# Later entries
SMILES,TRPML3 agonist,m-calpain inh,TRPN1 ag,KCC2 mod,TbHK1 inh,EBV gp42 block,Furin inh,thrombin 1536,PPC-1+TRAIL kill
Cc1cc(C)nc(SCC(=O)NNC(=O)c2cccs2)n1,0.8,-14,2.4,-0.88,-3,3,-29,-6,-6
COc1ccc(NC(=O)c2sc(=S)[nH]c2N)cc1,-0.2,7,1.0,/,-25,-29,-18[20 µM],6,12
CN(C)C(=O)c1ccc(-c2nnc(NCc3ccccc3)c3ccccc23)cc1,0.1,-6,0.6,-0.58,-10,-20,-21,-3,-11
CC1=CCC2C(=O)N(c3ccccc3OC(=O)c3ccccc3F)C(=O)C2C1 (centres undefined),-0.6,14,1.1,0.61,27,0,-13,-15,29
Cc1cccc2cc(CN(CCN3CCOCC3)C(=O)Nc3ccccc3F)c(=O)[nH]c12,0.8,6,0.8,-0.38,-14,-10,-20,-10,8
NCCCCCC(=O)Nc1ccncc1,1.0,-20,2.2,0.61,-11,-17,-22,-3,0
Cc1ccc(OC(=O)c2ccc(C)c(C)c2)cn1,-0.1,-4,1.0,-0.36,-4,-12,-7,-3,8
CCOC(=O)CNC(=O)CSc1nnnn1-c1ccc(C)c(C)c1,0.1,3,-0.8,-0.71,-5,-13,-8,0,-8
Cc1ccc(C)c(NC(=O)CCN2CCc3ccccc3C2)c1,-0.4,-1,-1.7,0.26,-14,-27,-9,/,-3
C/C(=C\C(=O)c1cccnc1)Nc1ccc(C(=O)O)cc1,0.6,-7,-0.4,/,-30,-28,-10[20 µM],-3,-47
CCCCOCCCNC(=O)c1cccs1,0.0,-19,0.4,-2.2,-2,8,-19[20 µM],2,3
Cc1cc(C)n(C(=O)CCCCCCCC(=O)n2nc(C)cc2C)n1,0.9,7,0.2,1.7,0,3,-13[20 µM],1,0
Cc1cccc2sc(NC(=O)CCNS(=O)(=O)c3cccs3)nc12,0.7,18,2.4,/,7,2,-24,1,-13
CC(C)NC(=O)c1ccc(COCC(F)(F)F)cc1,0.5,-15,0.6,0.11,0,6,-15[20 µM],-1,5
CS(=O)(=O)Nc1cccc(C2=NN(S(C)(=O)=O)C(c3ccc4c(c3)OCO4)C2)c1 (centres undefined),0.9,0,0.8,-0.00046,-2,-14,-9,-7,11
COc1ccc2nc(NC(C)=O)sc2c1,0.0,-16,1.5,-0.017,-3,-10,8[20 µM],-5,10
CCCc1c(NC(=O)Nc2ccc(Cl)cc2Cl)cnn1-c1ccccc1,0.0,10,-0.5,0.5,1,-7,-16,-4,18
Cc1[nH][nH]c(=O)c1[C@@H](c1ccccc1[N+](=O)[O-])C(C#N)C#N,0.9,9,2.1,/,-7,-7,-21,-1,4
CC(C)CC(NS(=O)(=O)c1ccc2c(c1)oc(=O)n2C)C(=O)NCc1cccnc1 (centres undefined),0.4,1,2.3,0.0023,1,-21,-25,-3,14
Cc1ccc(NC(=O)Nc2ccc(F)cc2F)c(OC(F)F)c1,1.2,-21,1.5,-0.83,0,-24,-28,-4,6
CCC1=NN(C(=O)COc2ccccc2C)C(O)(c2ccncc2)C1 (centres undefined),0.7,-11,1.1,1.1,-5,-9,-21,-2,-1
O=C(/C=C/c1ccc(Cl)cc1)NC1CCS(=O)(=O)C1 (centres undefined),1.4,-8,1.0,0.63,-3,10,-17,-11,10
Nn1cc(-c2ccccc2)nc1SCC(=O)N1CCN(S(=O)(=O)c2ccc3ccccc3c2)CC1,0.6,0,-0.9,-0.65,-9,12,-7[20 µM],-5,6
CS(=O)(=O)N1CCN(C2CCN(Cc3ccccc3)CC2)CC1,0.2,-54,0.3,0.85,10,-9,-25[20 µM],5,-7
N#Cc1nnn(-c2ccc(Cl)cc2)c1N,0.8&0.2,-10&-24,1.6&0.1,0.54,-10&0,-4&-8,-14&-25,-6,12&1
COc1ccc(-n2nnnc2SC(C)C(N)=O)cc1 (centres undefined),1.1,1,0.7,0.3,-6,-6,-18,0,7
CC(C)OC(=O)CCC1(C(=O)O)CCC(=O)NC1 (centres undefined),0.4,-40,0.6,1.3,-2,-13,-17,4,6
CN(CCCNC(=O)C1CCN(S(=O)(=O)c2cccc3nsnc23)CC1)Cc1ccccc1,-0.6,14,0.7,-0.23,58*,18,8,-6,7
CN1CCC(=C2c3ccccc3C(O)c3ccccc32)CC1 (centres undefined),-0.3,5,0.0,0.53,-3,-18,-8,1,12
CCOC(=O)C(C)c1nc2ccccc2[nH]c1=O (centres undefined),0.3,-84,1.5,1.3,-16,-13,-12[20 µM],-4,7
O=C(COc1ccc(Cl)cc1Cl)NN=C1CCCCC1,0.5,-6,3.6,0.42,0,14,-24,-2,24
O=C(Cn1c(=O)oc2ccccc21)NC(=O)NCc1ccccc1,-0.1,-17,2.5,-0.95,-4,-18,-24[20 µM],-2,-7
Nc1c2c(nc3ccc(Br)cc13)N(C1CCCCC1)CC2,0.5,-78,-2.3,0.082,-12,10,-37,/,-1
COc1ccccc1NC(=S)N1CCN(c2ccccn2)CC1,1.1,-36,1.1,-0.12,-1,-13,-23,0,18
COc1ccc(N(CC(O)Cn2cnc3ccccc32)S(=O)(=O)c2ccc(C)cc2)cc1 (centres undefined),-1.4,-16,-1.6,-1.5,1,-14,-20,3,8
Cn1cc(Br)c(C(=O)NN2C(=O)C3C(C2=O)C2C=CC3C23CC3)n1 (centres undefined),0.1,-8,0.7,0.15,1,3,-23,-4,21
O=C(O)c1cccc(N2C(=O)c3ccc4c5c(ccc(c35)C2=O)C(=O)N(c2cccc(C(=O)O)c2)C4=O)c1,0.7,-5,1.6,-0.015,-44,3,-17,2,-7
CCc1ccc(CCC(=O)Nc2ccc(S(N)(=O)=O)cc2)o1,-0.7,3,-1.1,1.5,-6,4,-21[20 µM],15,5
CCOC(=O)C1CCCN(c2ncnc3c2cnn3-c2cccc(C)c2)C1 (centres undefined),-0.7,-5,-0.2,-0.34,5,-11,14,0,5
COc1ccc(CNC(=O)Cn2ncn3c(cc4ccccc43)c2=O)cc1,0.7,-13,0.7,-0.82,-14,-9,-17,-8,2
CC1CCC(NC(=O)C2CC(=O)N(c3ccc4c(c3)OCCO4)C2)CC1 (centres undefined),0.7,-11,0.9,0.11,-1,-14,-20,-10,7
COc1ccc(NC(=O)CN(C)CC(=O)Nc2cccc(C(F)(F)F)c2)cc1,-0.5,-9,1.5,-0.59,-1,-11,-23,-4,6
CCn1nnnc1SCC(=O)Nc1cc(OC)cc(OC)c1,0.3,-10,2.5,-0.34,7,-28,-24,5,15
Cc1[nH]c2ccccc2c1/C=C/c1nc2ccccc2c(=O)[nH]1,0.7,-23,-0.1,0.97,3,-16,-17,0,12
O=C(OCc1ccc(Br)cc1)c1cccc(-c2nnc(-c3ccccc3)o2)c1,0.5,-6,0.4,-0.27,0,-14,-11,-6,-20
COc1ccc(-n2nnnc2SCC(=O)NCc2ccco2)cc1OC,0.1,-59,0.4,0.1,-6,-12,-23,-4,16
CCCC(C(=O)OCC)P(=O)(c1ccccc1)c1ccccc1 (centres undefined),0.4,18,-1.3,-5.2,1,-13,-9[20 µM],5,15

# 3 compounds already listed, ordered by molecular weight, rising.
SMILES,TRPML3 agonist,m-calpain inh,TRPN1 ag,KCC2 mod,TbHK1 inh,EBV gp42 block,Furin inh,thrombin 1536,PPC-1+TRAIL kill
O=C(COc1ccc(Cl)cc1Cl)NN=C1CCCCC1,0.5,-6,3.6,0.42,0,14,-24,-2,24
CCOC(=O)C1CCCN(c2ncnc3c2cnn3-c2cccc(C)c2)C1 (centres undefined),-0.7,-5,-0.2,-0.34,5,-11,14,0,5
O=C(OCc1ccc(Br)cc1)c1cccc(-c2nnc(-c3ccccc3)o2)c1,0.5,-6,0.4,-0.27,0,-14,-11,-6,-20

# Compound activity (PubChem BioAssay)
